# HepG2 tox: HepG2 cytotoxicity, counter-screen for TGF-b inhibitors. HepG2 CAGA-GFP viability, ATP luminescence, 18 h. hit rate 0.76% among 410,000. Potency, µM (top dose mostly 46.1 µM), for inactives: at the highest dose activity change, negative = cytotoxicity, most hits filed as cytotoxic; active means well fitted cell-killing curve with a large enough effect; inactive means no such curve, though single readings can be large or run the other way; further: some results filed as inactive show a strong effect at the top dose
#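 CellTiter-Glo luminescence gave cytotoxicity after 18 hours at 37 degrees C. The cells were HepG2 CAGA-GFP in 1% FBS DMEM, stimulated with 500 pg/mL TGF-beta after compound addition. %Activity was normalised to no-cell wells (complete cell-killing) and DMSO (no toxicity), and curves were fitted and classified.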
# * hit, by the source's call; & = joins results of further samples. Potency means the concentration at half of the fitted maximal effect. Only part of the results is shown; rates above refer to the full screens.
Molecule | HepG2 tox
Cc1cccc(Cn2c(=O)n(Cc3ccc4c(c3)OCO4)c(=O)c3oc4ccccc4c32)c1 | -1%
Cc1c(C(=O)N2CCC(C)CC2)c(S(=O)(=O)N2CCN(c3cccc(Cl)c3)CC2)c(C)n1C | -19%
CCOc1ccc(CNC(=O)c2cnc3sc(N(CC)CC)nn3c2=O)cc1OC | -24%
CCc1cccc(-n2nnc(-c3nsc(NC(=O)c4cccs4)n3)c2C)c1 | 16µM*
O=C(c1ccc(F)cc1)N1c2nc(-c3ccco3)nn2C2(CCCCC2)[C@@H]2CCCC[C@@H]21 | -24%
CCCN(CCC)c1nn2c(=O)c(C(=O)NCc3cccc(OC)c3)cnc2s1 | -33%
COc1ccc(OCC(=O)NCc2ccc3c(c2)CCN3C(=O)c2cccc(C)c2)cc1 | -5%
COc1ccccc1CNC(=O)c1cc2c(-c3ccc(Cl)cc3)nn(C)c2s1 | -17%
CCC1CCCCN1S(=O)(=O)c1cc(C(=O)Nc2ccc(C)c(F)c2)ccc1F (stereo not given) | -14%
CC(C)c1ccc(NC(=O)C(Cc2ccccc2)n2cccc2)cc1 (stereo not given) | -51%
COc1ccc(F)cc1S(=O)(=O)NCC(c1ccco1)S(=O)(=O)c1ccc(F)cc1 (stereo not given) | -56%
CCOc1ccccc1NC(=O)N1CCC2(CC1)Oc1ccccc1C(=O)N2Cc1ccccc1F | 2%
Cn1ncc2c(Nc3cccc(C#N)c3)ncnc21 | 1%
CCOc1ccc(CCNC(=O)C2CCN(c3ncnc4c3nc3n4CCCCC3)CC2)cc1 | 1%
COc1ccc(CNC(=O)C2CCN(S(=O)(=O)c3c(C)noc3/C=C/c3ccccc3F)CC2)cc1 | -13%
CCCOc1ccc(C2C(=O)N(C3CCC(C)CC3)CC(=O)N2Cc2cccc(OC)c2)cc1OC (stereo not given) | -2%
COC(=O)C1CCN(C(c2ccccc2)c2sc3nc(-c4ccco4)nn3c2O)CC1 (stereo not given) | -8%
COc1ccc(NC(=O)c2cc3c(=O)n(Cc4ccco4)ccc3nc2C)c(OC)c1 | -8%
COc1ccc(OC)c(S(=O)(=O)NCCS(=O)(=O)N2CCN(c3ccccc3F)CC2)c1 | 0%
CCc1cccc(C)c1Nc1c(-c2ccc(N(C)C)cc2)nc2ncccn12 | -101%
CCCN1CCC(=O)N(C(CSc2ccc(Br)cc2)c2ccccc2)CC1 (stereo not given) | 1%
CCCNC(=O)c1ccc(-n2c(-c3ccccc3)cc3c2CCCCC3)cc1 | 0%
CC(C)Oc1ccc(CNC(=O)c2cnc3sc(N4CCCC4)nn3c2=O)cc1 | 4%
CCn1nc(-c2ccccc2)c(-c2ccccc2)c(C(=O)Nc2ccc(S(N)(=O)=O)cc2)c1=O | 4%
Cc1ccc(C)c(N2CCN(C(c3ccc(F)cc3)c3nnc(-c4ccccc4)o3)CC2)c1 (stereo not given) | -8%
CCC1CN(C(=O)N2CCC(C(=O)NCc3cc(OC)ccc3OC)CC2)c2ccccc2O1 (stereo not given) | -7%
CC(=O)c1ccc(NC(=O)CSc2nccn2Cc2ccco2)cc1 | 7%
O=C(Nc1ccc(Br)cc1F)N1CCC(CN2CCc3ccccc3C2)CC1 | -31%
CCOc1ccc(-n2c(C)nc3cc(C(=O)NCc4ccc(C)cc4)ccc32)cc1 | 3%
CC(C)Oc1ccc(CNC(=O)c2cnc3sc(N4CCCCCC4)nn3c2=O)cc1 | -11%
CC1CC=CC2C1C(=O)N(Cc1ccccc1)C2c1ccc(/C=C/c2ccccc2)cc1F (stereo not given) | -11%
Cc1cn2c(=O)cc(COC(=O)c3cccc(NC(=O)C(C)Oc4ccccc4)c3)nc2s1 (stereo not given) | -12%
Cc1nc(N2CCCC2)c2c(C(=O)Nc3cccc(Cl)c3C)c(C)oc2n1 | -19%
COc1ccc(C2/C=C\CN(C(=O)C3CC3)C(C)C(=O)N2Cc2ccc(F)cc2)cc1 (stereo not given) | -3%
CC(C)OCCCNC(=O)CCCn1c(SCC(=O)c2ccc(F)cc2)nc2c(sc3ccccc32)c1=O | -1%
COc1ccc(Br)c2c1-c1nc(NC(=O)c3ccccc3SC)sc1C2 | -8%
O=C(c1ccc2c(c1)N(Cc1ccccc1)C(=O)c1ccccc1S2(=O)=O)N1CCN(Cc2ccccc2)CC1 | -23%
CC(=O)c1ccc(NC(=O)CSc2cn(CC(=O)N3CCCCC3)c3ccccc23)cc1 | -6%
CC(C)(C)n1ncc2c(=O)n(Cc3cc(F)ccc3Cl)cnc21 | -1%
Cc1ccc(S(=O)(=O)NCCc2cn3ccsc3n2)c(C)c1 | 3%
COc1ccc(-c2ccc(N(C)C)cc2)cc1C1C2C=CCC(C)C2C(=O)N1Cc1ccccc1 (stereo not given) | 11%
CCc1ccc(CNC(=O)CCN2C(=O)COc3ccccc32)cc1 | -8%
COCC(=O)NCc1nc2cccnc2n1Cc1ccc(F)cc1 | 1%
O=C(c1ccc(Cl)cc1)N(Cc1ccco1)Cc1ccco1 | -8%
Cc1ccc(C)c(CS(=O)(=O)c2cn(CC(=O)N(C(C)C)C(C)C)c3ccccc23)c1 | -26%
O=C(Cc1ccc(-c2ccccc2)cc1)NCCS(=O)(=O)N1CCN(c2ccc(F)cc2)CC1 | -12%
Cn1cc(S(=O)(=O)N2CCCC2)cc1C(=O)Nc1ccc(C(F)(F)F)cc1 | -18%
COc1ccc(C2CC(c3ccccc3)Oc3ccc(C(C)(C)C)cc32)cc1 (stereo not given) | -4%&0%
Cc1ccc(CNC(=O)C(=O)NCC(c2ccc3c(c2)OCO3)N2CCOCC2)cc1 (stereo not given) | 2%
CCc1ccc(NC(=O)C2CCC(CNS(=O)(=O)c3ccc4c(c3)CC(C)N4C(C)=O)CC2)cc1 (stereo not given) | -19%
CCOC(=O)N1CCc2c(sc(NCc3cccc(F)c3)c2C(=O)Nc2ccc(OC)cc2OC)C1 | 0%
CC(=O)N1CCc2cc(CNS(=O)(=O)c3ccccc3C(F)(F)F)ccc21 | -22%
Cc1nn(-c2ccc(N3CCCCC3)nn2)c(C)c1CCC(=O)NCc1ccc(Cl)cc1 | -9%
CC(C)Oc1ccc(CNC(=O)CCCn2c(=O)c3cccn3c3cccnc32)cc1 | -35%
O=C(CSc1nc2c([nH]c3ccccc32)c(=O)n1-c1ccccc1)Nc1ccccc1C(F)(F)F | -1%
Cc1cccc(NC(=O)CN2C(=O)C(c3ccc(F)cc3)=NC23CCCCCC3)c1 | -30%
CCOc1ccc(S(=O)(=O)NCCc2csc3nc(-c4ccc(F)cc4)nn23)cc1 | -29%
Cc1ccc(/C=C/c2onc(C)c2S(=O)(=O)N2CCC(C(=O)Nc3ccc(C)c(N(C)C)c3)CC2)cc1 | -3%
Cc1cc(-c2ccc(C)c(S(=O)(=O)Nc3ccccc3C(F)(F)F)c2)on1 | -13%
Cc1cc(OCC(=O)Nc2nc3c(s2)CCCC3)cc(C)c1Cl | -15%

# More records follow.
Molecule | HepG2 tox
O=C(Nc1ccc2oc(-c3cccnc3)nc2c1)c1ccc(-c2ccccc2)o1 | -35%
CC(C)CC(=O)NCc1nc2cccnc2n1Cc1ccccc1 | -4%
O=c1oc2c(CN3CCN(CCO)CC3)c(O)ccc2cc1-c1ccccc1 | -7%
CCn1c2ccccc2c2cc(CN3CCN(Cc4cccc(Cl)c4)CC3)ccc21 | -5%
CC(C)Oc1ccc(CNC(=O)c2ccc3c(c2)N(Cc2ccc(F)cc2)CCS3)cc1 | 0%
Cc1c(C(=O)N2CCCC2)oc2c1-c1nn(CC(=O)NCc3ccccc3F)cc1CC2 | -20%
CC(=O)Nc1nnc(SCc2cc(=O)c3cccc(Cl)c3[nH]2)s1 | -22%
Cc1ccc(Nc2ccc(N3CCN(C(=O)c4ccc([N+](=O)[O-])cc4Cl)CC3)nn2)cc1 | -11%
Cc1cccc(C(=O)Nc2ccc(C(=O)OCc3cc(=O)n4c(C)csc4n3)cc2)c1 | -50%
CCCCn1c(=N)n(CCOc2ccccc2OC)c2ccccc21 | -59%
Cc1c(Cl)cccc1NC(=O)c1oc2ccc(S(=O)(=O)N3CCC4(CC3)OCCO4)cc2c1C | -3%
CC(=O)N1CCc2c(sc(NC(=O)CSc3ccc(F)cc3)c2-c2nc3ccccc3s2)C1 | -20%
Cc1cc(C)cc(N(C)S(=O)(=O)c2nnc(NC(=O)COc3ccc(C)c(C)c3)s2)c1 | -26%
COc1ccc(CNC(=O)Cc2c(C)c3c(cc(C)c4c(C)coc43)oc2=O)cc1 | 1%
CCCCC(Sc1nc2cc3c(cc2c(=O)n1CCCC(=O)NCc1ccc(OC)cc1)OCO3)C(=O)OCC (stereo not given) | 3%
CCCn1c(=O)c2sccc2n2c(CCCC(=O)Nc3ccc(Oc4ccc(Cl)cc4)cc3)nnc12 | -29%
CCCN(c1ccccc1CC)S(=O)(=O)c1ccc2c(c1)CC(C)N2C(=O)C1CC1 (stereo not given) | -23%
Cc1cc(Br)ccc1NC(=O)c1sc2nc3n(c(=O)c2c1C)CCCC3 | 5%
Cc1ccc(-n2nc3c(=O)n(CCCC(=O)NCCc4ccccc4Cl)nc(C)c3c2C)cc1 | 0%
CCc1ccc(CNC(=O)c2cnc3sc(N4CCCC4)nn3c2=O)cc1 | 3%
CC(C)CCNC(=O)CN1C(=O)c2cccnc2Oc2ccccc21 | -2%
CC(C)c1ccc(C2Sc3ccccc3NC3=C2C(=O)c2ccccc23)cc1 (stereo not given) | -36%
COc1ccc(-c2[nH]ncc2C(=O)NCc2ccc(F)cc2)cc1 | -12%
COc1cccc(-c2nc(CS(=O)(=O)CC(=O)N3CCN(c4cc(C)ccc4C)CC3)c(C)o2)c1 | -13%
CCC1CC=CC2C1C(=O)N(Cc1ccccc1)C2c1cccc([N+](=O)[O-])c1 (stereo not given) | -78%
CC(C)c1nn2c(=O)cc(COC(=O)c3ccc(NC(=O)c4cccs4)cc3)nc2s1 | 4%
CC(C)(C)C1CCc2c(sc3nc(-c4cc5ccccc5oc4=O)[nH]c(=O)c23)C1 (stereo not given) | -5%
Cc1nc(C)c(-c2ccc(SCC(=O)Nc3ccc(Cl)c(Cl)c3)nn2)s1 | -24%
CC(C)(C)n1ncc2c(=O)n(Cc3c(F)cc(Cl)cc3F)cnc21 | -18%
O=C(CSCc1cnn(-c2ccccc2)c1-n1cccc1)NCc1cccc(Cl)c1 | -31%

# Grouped by structure: the entries above containing bromine.
Molecule | HepG2 tox
CCCN1CCC(=O)N(C(CSc2ccc(Br)cc2)c2ccccc2)CC1 (stereo not given) | 1%
O=C(Nc1ccc(Br)cc1F)N1CCC(CN2CCc3ccccc3C2)CC1 | -31%
COc1ccc(Br)c2c1-c1nc(NC(=O)c3ccccc3SC)sc1C2 | -8%
Cc1cc(Br)ccc1NC(=O)c1sc2nc3n(c(=O)c2c1C)CCCC3 | 5%

# Continuation:
Molecule | HepG2 tox
CCc1ccc(NC(=O)CN2C(=O)C(c3ccccc3)=NC23CCCCCC3)cc1 | -29%
CCOc1ccc(-n2ccnc2SCC(=O)Nc2ccc(OC)cc2OC)cc1 | -10%
Cc1cc(C)cc(C(=O)NCCc2csc(-c3ccc(C(F)(F)F)cc3)n2)c1 | 0%
Cc1ccc(-c2onc(C)c2C)cc1S(=O)(=O)N1CCC(C)CC1 | -21%
Clc1ccccc1CNc1ncnc2c1nc1n2CCCC1 | -30%
O=C(Nc1ccc(NC(=O)c2cc3ccccc3o2)cc1)c1ccccc1 | 13%
Cc1ccc(C)c(N2CCN(C(=O)Cn3nc(Cc4cccnc4)c4ccccc4c3=O)CC2)c1 | -38%
Cc1ccc(C2c3c(-c4ccccc4O)n[nH]c3C(=O)N2CCc2ccccc2)cc1 (stereo not given) | -95%
CCCc1nn2c(=O)cc(COC(=O)c3cccc(NC(=O)COc4ccccc4C)c3)nc2s1 | 6%
COc1ccc(C(=O)NCc2cn3ccc(C)cc3n2)cc1 | -12%
CC(=O)c1ccc(-c2c(C3C4C=CCCC4(C)C(=O)N3Cc3ccccc3)ccc3ccccc23)cc1 (stereo not given) | -20%
CC(=O)Nc1cccc(NC(=O)CSc2cn(CC(=O)N3CCCCCC3)c3ccccc23)c1 | -21%
Cc1ccc(Cl)cc1N1CCN(C(=O)C2CCN(S(=O)(=O)c3c(C)noc3/C=C/c3ccccc3F)CC2)CC1 | 2%
Cc1ccc(Nc2ccc(N3CCN(C(=O)c4ccc([N+](=O)[O-])cc4)CC3)nn2)cc1 | 0%
Cc1ccc(C)c(NS(=O)(=O)c2ccc3c4c(cccc24)C(=O)N3)c1 | -79%
COc1ccc(CNC(=O)CCc2c(C)c3cc4c(C)c(C)oc4cc3oc2=O)cc1 | -29%
CCOC(=O)c1ccc(N2CCN(c3cccc(OC)c3)CC2)c(NC(=O)Nc2ccc(OCC)cc2)c1 | -36%
COc1ccc(SCC(c2ccccc2)N2CCN(CC(C)C)CCC2=O)cc1 (stereo not given) | -29%
CCCOc1ccccc1C(=O)N1CCCCC1CCN1CCOCC1 (stereo not given) | -16%
CC(C)c1nc2ccc(C(=O)NCc3ccccc3Br)cc2o1 | -25%
COc1ccc(S(=O)(=O)Nc2cc(Sc3ncn[nH]3)c(O)c3ccccc23)cc1 | 3.5µM*
Oc1ccc(/C=C/c2nc(-c3ccccc3O)n(-c3ccccc3)n2)c(O)c1 | 14µM*
C=C(C)Cn1c(=O)c2c(nc3n2CCN3c2ccc(F)cc2)n(C)c1=O | -5%
O=C(CCCCCn1c(=O)c2sccc2n(Cc2ccccc2Cl)c1=O)NCc1ccc2c(c1)OCO2 | -1%
CCOC(=O)c1cc(-c2ccccc2)n(-c2cccc(C(=O)Nc3cccc(C)c3)c2)c1C | -21%
CCOc1ccc(CNC(=O)CCCn2c(=O)c3cccn3c3cccnc32)cc1 | -17%

# Screening data: PubChem, National Center for Advancing Translational Sciences (NCATS)
